L3MBTL1 inh – inhibitors of human L3MBTL1; AlphaScreen L3MBTL1–H3K9me1 peptide binding; 230,000 compounds, 0.66% hits; Potency, µM (top dose mostly 57.1 µM), for the others: at the top dose activity, negative = inhibition, most hits filed as inhibitors; also: % is scaled to controls: 0 for no effect and ±100 for the full control effect; nearly all actives have a fitted effect of over 60% in size
Target sequence (Q9Y468 whole entry, looked up): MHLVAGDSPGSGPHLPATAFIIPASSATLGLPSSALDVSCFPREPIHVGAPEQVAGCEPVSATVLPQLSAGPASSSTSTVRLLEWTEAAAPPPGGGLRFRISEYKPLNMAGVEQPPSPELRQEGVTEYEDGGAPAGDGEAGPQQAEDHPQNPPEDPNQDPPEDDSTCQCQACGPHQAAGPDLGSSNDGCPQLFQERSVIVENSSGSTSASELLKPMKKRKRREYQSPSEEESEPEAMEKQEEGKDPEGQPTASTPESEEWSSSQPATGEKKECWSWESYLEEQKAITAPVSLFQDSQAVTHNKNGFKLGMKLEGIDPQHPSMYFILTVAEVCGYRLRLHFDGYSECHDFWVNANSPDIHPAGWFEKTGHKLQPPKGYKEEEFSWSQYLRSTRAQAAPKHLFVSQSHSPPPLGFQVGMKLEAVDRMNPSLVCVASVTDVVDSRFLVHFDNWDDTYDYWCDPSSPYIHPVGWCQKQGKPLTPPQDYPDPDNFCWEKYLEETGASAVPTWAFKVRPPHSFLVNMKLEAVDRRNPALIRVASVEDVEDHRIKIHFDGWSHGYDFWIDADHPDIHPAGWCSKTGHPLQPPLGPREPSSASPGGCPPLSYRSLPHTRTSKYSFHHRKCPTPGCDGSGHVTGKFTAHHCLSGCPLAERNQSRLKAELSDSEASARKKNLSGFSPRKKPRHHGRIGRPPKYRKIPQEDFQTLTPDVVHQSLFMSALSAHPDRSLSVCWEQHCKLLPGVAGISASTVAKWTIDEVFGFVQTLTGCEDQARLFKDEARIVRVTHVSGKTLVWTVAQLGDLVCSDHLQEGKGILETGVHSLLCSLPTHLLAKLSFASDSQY
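Displacement of a biotinylated histone H3(1-15) peptide monomethylated at Lys9 (75 nM) from L3MBTL1 (50 nM) was measured by AlphaScreen after a 30 min room-temperature compound incubation; cefsulodin titration served as intraplate control.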
Lamin A splicing – changes lamin A minigene splicing in HeLa cells | HeLa LMNA splicing GFP/RFP minigene ratio, 48 h | Potency, µM (top dose mostly 46.1 µM), for the others: at the top dose ratio change, negative = inhibition, hits mostly inhibitors | 200,000 compounds, 0.01% hits; active = well fitted inhibition curve with a large enough effect in the signal ratio, with a control signal flat, not every such curve was filed as active; inconclusive = small, poorly fitted or top-dose-only effect, or effect the other way, or a change in a side signal; the % refers to the signal ratio; also: % is scaled to controls: 0 for no effect and ±100 for the full control effect
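Read-out is the ratio of GFP to DsRed2 object intensity, acquired by 488 nm laser-scanning cytometry on HeLa lamin A-EGFP minigene reporter cells. Compound incubation 48 hrs at 37 °C in Opti-MEM with 2% FBS; DMSO 0.5% final.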
SMN2 splice enh – enhancers of SMN2 splice variant expression. HEK293 SMN2-luciferase splicing reporter, luminescence, 30-36 h. Potency, µM (top dose mostly 46.1 µM), without a hit: at the highest dose activity change, positive = activation, most hits filed as activators. 210,000 compounds, 2.8% hits; also: % of control where 0% means no effect; nearly all actives have a fitted effect of over 55% in size
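HEK293 cells carry an SMN2 […]–luciferase reporter in which exon 7 inclusion puts luciferase in frame. Cells were plated 10-12 h before compound addition, then incubated 30-36 h at 37C. ONE-Glo luminescence was read; sodium butyrate at 4.5 mM final served as control.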
JMJD2E inh – JMJD2E (human) inhibition. Potency, µM (highest dose often 57.1 µM), without a hit: top-dose activity change, negative = inhibition, actives largely listed as inhibitors. B2RXH2. AID 2147. 230,000 compounds, 1.6% hits. JMJD2E catalytic domain, FDH-coupled NADH fluorescence (FDH is formaldehyde dehydrogenase); active = well fitted inhibition curve with a large enough effect, not every such curve was filed as active; inconclusive = small, poorly fitted or top-dose-only effect, or another doubt; inactive = no such curve, though single readings can be large or run the other way;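 also: 0% = wells with enzyme and -100% = buffer wells without enzyme; nearly all actives have a fitted effect of over 50% in size; many of its hits are not listed in these tables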
KinaseGlo FLuc – Kinase-Glo luciferase inhibition (counter-screen); Potency, µM (series often up to 38.3 µM), without a hit: at the top dose activity change, negative = inhibition, most hits filed as inhibitors; Kinase-Glo luciferase, ATP luminescence, 8 min; 200,000 compounds, 0.28% hits; Q27757; also: % is scaled to controls: 0 for no effect and ±100 for the full control effect; nearly all actives have a fitted effect of over 60% in size
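Recombinant Kinase-Glo luciferase, 10 uM ATP (linear range), luciferin; imidazole pH 7.2 / KCl / MgCl2 / Tween / BSA buffer; 8 min RT; luminescence.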
Tau ThT inhib – inhibitors of human tau fibril formation, thioflavin T binding | P10636 | recombinant tau K18 P301L, heparin-induced fibrillization, ThT fluorescence | Potency, µM (series often up to 57.4 µM), for inactives: at the highest dose activity, negative = inhibition, usual class: inhibitors | 270,000 compounds, 2.1% hits | AID 1460; also: % is scaled to controls: 0 for no effect and ±100 for the full control effect; nearly all actives have a fitted effect of over 55% in size
Target sequence (P10636 561-689 P618L limits assumed): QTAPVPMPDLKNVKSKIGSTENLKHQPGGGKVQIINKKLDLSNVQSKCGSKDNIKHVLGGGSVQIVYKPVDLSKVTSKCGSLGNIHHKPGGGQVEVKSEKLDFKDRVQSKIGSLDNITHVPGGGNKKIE
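Using a mix of unlabeled (15 uM) and Alexa 594-labeled (0.24 uM) tau K18 P301L, heparin-triggered fibrillization over 6 hr at 37 C was scored by ThT fluorescence.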
RECQ1 helicase – inhibitors of human RECQ1 DNA helicase; P46063; RECQ1 DNA unwinding, red fluorescence kinetic read; Potency, µM (highest dose often 57.3 µM), without a hit: at the highest dose activity, negative = inhibition, usual class: inhibitors; 240,000 compounds, 0.54% hits;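 also: plate controls were vehicle for no effect and no enzyme for full effect; nearly all actives have a fitted effect of over 30% in size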
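50 nM RECQ1T1 preincubated 15 min with compound in Tris pH 8.0 buffer with MgCl2, DTT, Tween-20 and 2.5 ug/ml poly(dI-dC); started with 200 nM TAMRA/BHQ-2 forked duplex and 2 mM ATP. Unwinding read as fluorescence (525/598 nm), two reads 2 h apart.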
ALDH1A1 inh – inhibitors of human aldehyde dehydrogenase 1A1; 220,000 compounds, 7.3% hits; Potency, µM (top dose mostly 75.3 µM), for inactives: at the top dose activity, negative = inhibition, hits mostly inhibitors; P00352; AID 1030; Purified ALDH1A1, NADH fluorescence, propionaldehyde substrate; active = well fitted inhibition curve with a large enough effect, not every such curve was filed as active; inconclusive = small, poorly fitted or top-dose-only effect, or another doubt; inactive = no such curve, though single readings can be large or run the other way;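 also: plate controls were no enzyme wells and a reference inhibitor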
Active calls of the source: *; i = inactive; ? = inconclusive; / = not tested or not shown; [ ] = dose if it differs, or a comment. Unless noted, calls follow the shape of the dose curve; as a rule, active = well fitted curve in the direction sought with a large enough effect; inconclusive = small, poorly fitted or top-dose-only effect, or another doubt; inactive = no such curve, though single readings can be large; an effect the other way counts as inactive or inconclusive. Potency is read from the fitted curve at half-maximal effect.

nr	mol	L3MBTL1 inh	Lamin A splicing	SMN2 splice enh	JMJD2E inh
1	Cc1ccc(S(=O)(=O)N2CCN(C(=O)CN3CCOCC3)C2)cc1	9%	7%	/	0%
2	COc1ccc(C(CCNCc2ccc(OC)c(OC)c2)c2ccc(F)cc2)cc1 (configuration not stated)	-13%	/	/	3%
3	Cc1ccc(-c2nnc(N3CCN(C(=O)CN4CCOCC4)CC3)c3ccccc23)cc1	1%	-19%	-12%	2%
4	O=C1c2ccccc2-c2nnc(-c3ccc(O)cc3)cc21	-11%	/	6.3µM*	3%
5	Cc1ccccc1S(=O)(=O)Cc1ccc(C(=O)N2CCN(c3ncccn3)CC2)o1	/	-4%	?	6%
6	COc1ccc(-c2nc3cnc(Nc4ccccc4)nc3n(CCC#N)c2=O)cc1	/	/	-2%	/
7	CC(C)C(=O)Nc1c2c(nc3ccccc13)N(C)CC2	-3%	?	3%	?
8	O=C(Nc1cnn(Cc2ccc(F)cc2)c1)c1cc2nc(-c3ccco3)cc(C(F)(F)F)n2n1	-5%	2%	/	1%
9	Cc1ccc(NC(=O)N(Cc2ccco2)Cc2cc3cc(C)cc(C)c3nc2Cl)cc1	-4%	-10%	5%	?
10	Cc1ccc2cc(C#N)c(SCC(=O)N3CCCc4ccccc43)nc2c1C	5%	23%	-24%	7%
11	S=C(NC1CCCCC1)N1CCCCC1	11%	/	/	0%
12	NC1=NC(=Nc2cccc(S(=O)(=O)N3CCOCC3)c2)c2ccccc21	-5%	/	/	-1%

nr	KinaseGlo FLuc	Tau ThT inhib	RECQ1 helicase	ALDH1A1 inh
1	1%	2%	-13%	?
2	/	-7%	-1%	/
3	-3%	1%	i	18µM*
4	11µM*	5µM*	i	14%
5	-1%	-10%	0%	?
6	0%	/	i	0%
7	-4%	-8%	-4%	?
8	/	0%	i	6%
9	1%	-1%	-17%	-5%
10	-7%	-5%	-2%	5%
11	/	-1%	i	/
12	/	-1%	22%	/

Five of the entries above in order of the SMN2 splice enh value, falling:
| # | Structure | L3MBTL1 inh | Lamin A splicing | SMN2 splice enh | JMJD2E inh | Tau ThT inhib | RECQ1 helicase | ALDH1A1 inh |
| --- | --- | --- | --- | --- | --- | --- | --- | --- |
| 9 | Cc1ccc(NC(=O)N(Cc2ccco2)Cc2cc3cc(C)cc(C)c3nc2Cl)cc1 | -4% | -10% | 5% | ? | -1% | -17% | -5% |
| 7 | CC(C)C(=O)Nc1c2c(nc3ccccc13)N(C)CC2 | -3% | ? | 3% | ? | -8% | -4% | ? |
| 6 | COc1ccc(-c2nc3cnc(Nc4ccccc4)nc3n(CCC#N)c2=O)cc1 | / | / | -2% | / | / | i | 0% |
| 3 | Cc1ccc(-c2nnc(N3CCN(C(=O)CN4CCOCC4)CC3)c3ccccc23)cc1 | 1% | -19% | -12% | 2% | 1% | i | 18µM* |
| 10 | Cc1ccc2cc(C#N)c(SCC(=O)N3CCCc4ccccc43)nc2c1C | 5% | 23% | -24% | 7% | -5% | -2% | 5% |

The list continues:
nr	mol	L3MBTL1 inh	Lamin A splicing	SMN2 splice enh	JMJD2E inh
13	OC(COC(c1ccccc1)c1ccccc1)CN1CCOCC1 (configuration not stated)	21%	5%[9.22 µM]	-2%	-6%
14	COc1ccc(C2c3c(C)nn(-c4ccccc4)c3NC(=O)N2c2ccccc2)cc1 (configuration not stated)	-2%	?	11%	5%
15	N/C(=N\OC(=O)/C=C/c1ccccc1)c1ccncc1	/	/	3%	6%
16	CCOC(=O)C1=C(O)/C(=C/c2cc(OC)c(OC)c(OC)c2)SC1=Nc1ccc(OC)cc1	4%	12%[0.0737 µM]	-1%	-7%
17	COc1ccc(CCNS(=O)(=O)c2cnc(Cl)c(Br)c2)cc1OC	-1%	/	/	9%
18	Cc1cc(N2CCCCC2)nc(-c2ccc(Br)cc2)n1	31%[activator]	/	12%	-15%
19	CCCP(=O)(CC(=O)O)c1ccccc1 (configuration not stated)	6%	10%	4%	3%
20	CCCCOC(=O)c1ccc(NC(=O)C(=O)NCc2ccco2)cc1	/	/	/	?
21	CN(/C=C1/C(=O)CNC1=O)CCO	/	3%[46 µM]	-62%[inhibitor]	-17%
22	C=CCn1c(COc2cccc3cccnc23)nnc1SCC(=O)OC	-20%[11.4 µM]	1%	27%	?
23	O=C(Cn1c(CC(=O)N2CCOCC2)nc2ccccc21)Nc1ccc2c(c1)OC(F)(F)O2	3%	7%	-10%	-3%
24	N#Cc1c(NCc2ccccc2)ccnc1NCc1cccnc1	-4%	?	-96%[inhibitor]	1%

nr	KinaseGlo FLuc	Tau ThT inhib	RECQ1 helicase	ALDH1A1 inh
13	-1%	0%	9%	6%
14	4%	-11%	-4%	-7%
15	-3%	-12%	0%	3%
16	1%	?	23%	8%
17	/	2%	1%	/
18	0%	-18%	-3%	-8%
19	12%	4%	13%	6%
20	/	1%	-7%	-1%
21	-1%	?	7%	-15%
22	-1%	4%	i	-9%
23	1%	1%	-9%	-6%
24	0%	-17%	-1%	4%

Next part
nr	mol	L3MBTL1 inh	Lamin A splicing	SMN2 splice enh	JMJD2E inh
25	O=[N+]([O-])c1ccc(Cl)c(/C=N/N2CCN(Cc3ccccc3)CC2)c1	-15%	12%	-28%	-6%
26	COc1cc(-c2[nH]nc3c2C(c2ccoc2)C(C#N)=C(N)O3)cc(OC)c1OC (configuration not stated)	-10%	-4%	10%	-8%
27	CCC1CCCCN1C(=O)COc1ccc(F)cc1 (configuration not stated)	9%	2%[46 µM]	/	6%
28	CCOC(=O)CNC(=S)NN(C)C	1%	/	/	-7%
29	CCOC(=O)c1cc(-c2ccc(C)cc2)n(CCC(=O)NC(C)CC)c1C (configuration not stated)	/	4%	15%	-2%
30	O=C(NCC(=O)N1CCCC1)c1cccs1	2%[11.4 µM]	-1%	?	-6%
31	O=C(CSCc1ccc(F)cc1)Nc1ccccc1C(=O)N1CCOCC1	10%	-4%	12%	0%
32	O=C(Cc1c[nH]c2ccccc12)Nc1nnc(C2CC2)s1	-13%	/	11µM*	-6%
33	CCOc1ccc(NC(=O)CC2C(=O)N(C)C(=S)N2Cc2ccco2)cc1 (configuration not stated)	0%	-3%	-7%	1%
34	CCOC(=O)c1cc(-c2csc(-c3cccc(Cl)c3)n2)on1	55%[activator]	/	/	6%
35	COc1ccc(/C=N/NC(=O)Cn2c(Cc3ccc(OC)c(OC)c3)nc3ccccc32)cc1	-7%	-4%	5%	-2%
36	CC1CCN(CC(=O)Nc2ccc(N3CCCCCC3)cc2)CC1	?	?	/	22µM*

nr	KinaseGlo FLuc	Tau ThT inhib	RECQ1 helicase	ALDH1A1 inh
25	-3%	?	-14%	-4%
26	2%	?	-3%	4%
27	-2%	-3%	-3%	4%
28	/	1%	-5%	8%
29	-2%	-13%	-8%	0%
30	0%	5%	-9%	8%
31	0%	4%	-1%	10%
32	-1%	?	0%	-3%
33	-1%	-14%	-8%	?
34	/	-12%	-2%	-1%
35	-1%	-12%	-6%	-5%
36	1%	?	i	?

Further records
nr	mol	L3MBTL1 inh	Lamin A splicing	SMN2 splice enh	JMJD2E inh
37	O=C(O)CCC/C=C\C[C@@H]1[C@@H](/C=C/[C@@H](O)COc2cccc(C(F)(F)F)c2)[C@H](O)C[C@@H]1O	/	?	11%	0%
38	O=C(CSc1nnc(Cc2ccccc2)n1-c1ccc(F)cc1)N1CCOCC1	/	-4%	-15%	-4%
39	CCOCCCNC(=O)c1c[nH]c2ccc(C)cc2c1=O	13%[11.4 µM]	-11%	-14%	-1%
40	CC(=O)Nc1cccc(C(=O)O)n1	11%	?	0%	?
41	CN(c1ccc(C(=O)NCC2CCCO2)cc1)S(=O)(=O)c1ccccc1 (configuration not stated)	7%	0%	1%	5%
42	Fc1ccc(Nc2nc(Oc3ccc4c(c3)OCO4)nc(N3CCOCC3)n2)c(F)c1	-2%	1%	2%	0%
43	CCC(c1nnnn1Cc1ccc(OC)cc1)N(CCCO)Cc1cc2cc3c(cc2[nH]c1=O)OCO3 (configuration not stated)	/	2%	21%	?
44	O=C(CCNC(=O)Cn1ccc2ccccc2c1=O)NCCCN1CCN(c2ccc(F)cc2)CC1	-10%	14%	-28%	4%
45	COc1ccccc1N1CCN(c2nc3c(C)cccn3c(=O)c2C=O)CC1	-10%	7%	-29%	3%
46	O=C(NCC1CCCO1)c1cc(S(=O)(=O)N2CCCC2)c(Cl)cc1Cl (configuration not stated)	-18%	/	/	7%
47	O=C(CCn1c(=O)oc2ccccc21)Nc1nc2ccccc2s1	0%	-8%	-2%	6%
48	CC(C)OC(=O)COc1ccc(-c2ccccc2)cc1	/	3%	7%	-4%
49	COc1ccc(/C=C/C(=O)OCc2cccc([N+](=O)[O-])c2)cc1	-8%	9%[46 µM]	-2%	0%
50	O=c1c2ccccc2nnn1CSc1nc2ccccc2c(=O)n1CCCO	/	/	1%	-5%

nr	KinaseGlo FLuc	Tau ThT inhib	RECQ1 helicase	ALDH1A1 inh
37	3%	-11%	-6%	3%
38	-2%	6%	-3%	-62%
39	1%	-4%	-1%	-3%
40	0%	0%	i	-6%
41	0%	3%	-3%	15%
42	-2%	-8%	-12%	12%
43	0%	-12%	i	?
44	-5%	12%	-8%	?
45	-1%	-17%	-3%	?
46	-3%	16%	1%	?
47	5%	-6%	13%	?
48	-4%	?	i	7%
49	1%	?	-13%	3%
50	3%	-4%	-4%	?

3 compounds picked at random from those above:
nr	mol	L3MBTL1 inh	Lamin A splicing	SMN2 splice enh	JMJD2E inh
38	O=C(CSc1nnc(Cc2ccccc2)n1-c1ccc(F)cc1)N1CCOCC1	/	-4%	-15%	-4%
49	COc1ccc(/C=C/C(=O)OCc2cccc([N+](=O)[O-])c2)cc1	-8%	9%[46 µM]	-2%	0%
42	Fc1ccc(Nc2nc(Oc3ccc4c(c3)OCO4)nc(N3CCOCC3)n2)c(F)c1	-2%	1%	2%	0%

nr	KinaseGlo FLuc	Tau ThT inhib	RECQ1 helicase	ALDH1A1 inh
38	-2%	6%	-3%	-62%
49	1%	?	-13%	3%
42	-2%	-8%	-12%	12%

Screening data as filed in PubChem BioAssay.

Only part of the results is shown, so the mix of outcomes need not match the whole.
